Bioassay records from PubChem BioAssay.
MmCpn inh: inhibitors of Methanococcus maripaludis chaperonin (MmCpn); purified Mm-Cpn ATPase, ADP Transcreener TR-FRET; Potency, µM (titrated, usually from 76.9 µM), inactives show top-dose activity, negative = inhibition, hits mostly inhibitors; 0.031% of 330,000 active; AID 504842; further: potency means the concentration at half of the fitted maximal effect; on the % scale 0 is the no-effect control and ±100 the full control effect; nearly all actives have a fitted effect of over 80% in size
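ATP (10 uM final) was added to archaeal chaperonin (25 nM final) after 10 min exposure to test compound at 37°C; after 30 min further incubation, ADP was detected by competitive TR-FRET.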
TGFb SMAD3 inh: inhibitors of TGF-b signaling | HepG2 CAGA-GFP TGF-b/SMAD3 reporter, GFP fluorescence, 18 h; TGF-beta stimulated, 500 pg/mL final | Potency, µM (doses to about 46.1 µM), for inactives: top-dose activity, negative = inhibition, hits mostly inhibitors | 1.2% of 410,000 active; further: potency means the concentration at half of the fitted maximal effect; on the % scale 0 is the no-effect control and ±100 the full control effect; nearly all actives have a fitted effect of over 65% in size
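Smad-responsive CAGA-GFP expression was quantified in HEPG2 cells exposed to compounds and 500 pg/mL final TGF-beta for 18 h at 37 degrees C; unstimulated wells defined full inhibition.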
S2 tox: reduces viability in counter-screen for ATXN expression inhibitors; S2 cells (HEK-293 line with an ATXN2-luciferase reporter) viability, CellTiter-Fluor protease fluorescence, 24 h; 0.49% of 400,000 active; Potency, µM (titrated, usually from 56.7 µM), most hits filed as cytotoxic; further: potency means the concentration at half of the fitted maximal effect; nearly all actives have a fitted effect of over 40% in size
Akt phos inh: blocks phosphorylation of Akt; Neuro2A IGF-stimulated pAkt S473 HTRF, 20 min; hits give low values; activity change, % for hits at 50 µM; 0.32% of 360,000 active; in the data active means activity change below about -80%; inconclusive means mostly about -51% to -80%; further: on the % scale 0 is the no-effect control and ±100 the full control effect
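Neuro2A cells in DMEM with 0.5% FBS, overnight at 37 deg C, given compound at single 50 µM final, then IGF (6 nM final) for 20 min at 37 deg C. Lysed; phospho-Akt Ser473 by HTRF after 24 h, 665/615 ratio.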
Nrf2 inh: inhibitors of Nrf2 signaling; A549 ARE-Fluc reporter, luciferase luminescence, 18-24 h; Potency, µM (highest dose often 46 µM), for inactives: at the top dose activity change, negative = inhibition, most hits filed as inhibitors; 2.1% of 360,000 active; AID 504444; further: potency means the concentration at half of the fitted maximal effect; on the % scale 0 is the no-effect control and ±100 the full control effect; nearly all actives have a fitted effect of over 60% in size
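Quantitative HTS in A549 cells stably bearing an antioxidant response element-firefly luciferase construct. Inhibition of Nrf2-driven transcription was scored by luminescence after 18-24 h of compound exposure at 37 °C.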
HepG2 viability: kills HepG2 cells in TGF-b inhibitor counter-screen. Potency, µM (titrated, usually from 46.1 µM), for the others: at the highest dose activity change, negative = cytotoxicity, usual class: cytotoxic. 0.76% of 410,000 active. HepG2 CAGA-GFP viability, ATP luminescence, 18 h. AID 588856; further: potency means the concentration at half of the fitted maximal effect; some results filed as inactive show a strong effect at the top dose
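HepG2 CAGA-GFP cells (1000/well, DMEM with 1% FBS) received compound, then TGF-beta at 500 pg/mL final, and were incubated 18 hours at 37 degrees C. Viability was read by CellTiter-Glo luminescence. Media-only wells were set as complete cell-killing and DMSO as no toxicity.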
CCT chaperon mod: cytosolic chaperonin activity modulation; 0.3% of 360,000 active; AID 651819; activity change, % (no concentration beside the values), hits read low; purified chaperonin ATPase assay, HTRF ADP detection, 30 min; in the data active means activity change below about -30%; further: on the % scale 0 is the no-effect control and ±100 the full control effect
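We incubate TRiC, 40 or 20 nM final, with library compounds at 76 uM and 10 uM ATP for 30 min at 37 °C. ADP formed is detected with Transcreener HTRF reagents after 30 min at room temperature.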
Nrf2 activator: activates Nrf2 signaling; Potency, µM (doses to about 46.1 µM), for the others: top-dose activation, actives largely listed as activators; 0.31% of 410,000 active; AREc32 ARE-luciferase reporter (MCF7-derived line), luminescence, 24 h; AID 624171; further: potency means the concentration at half of the fitted maximal effect; % of control where 0% means no effect; nearly all actives have a fitted effect of over 65% in size
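AREc32_Fluc, 1000 cells/well, OPTI-MEM + 5% FBS, o/n 37 deg C 5% CO2; 23 nL cpd by pin tool, 24 hr; Steady-Glo 30 min RT, luminescence.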
A549 tox: kills or reduces viability of A549 cells in Nrf2 counter-screen | 0.16% of 390,000 active | A549 ARE-Fluc cells, CellTiter-Fluor viability, 18-24 h | Potency, µM (highest dose often 46 µM), for inactives: top-dose activity change, negative = cytotoxicity, actives largely listed as inhibitors; further: potency means the concentration at half of the fitted maximal effect; on the % scale 0 is the no-effect control and ±100 the full control effect
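A549 ARE_Fluc cells in 5% FBS OPTI-MEM were exposed to compounds in concentration-response for 18-24 h at 37 deg C. Viability was read by CellTiter-Fluor fluorescence (Ex 405/Em 525) after 30 min, before the luciferase read.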
Numbers without * were called inactive; i = inactive; ? = inconclusive; . = not tested or not shown; & = joins results of further samples; [ ] = remark or other dose. Unless noted, the call rests on the fitted dose curve; in most records, active means well fitted curve in the direction sought with a large enough effect; inconclusive means small, poorly fitted or top-dose-only effect, or another doubt; inactive means no such curve, though single readings can be large; an effect the other way counts as inactive or inconclusive.

Labels used below: A = MmCpn inh; B = TGFb SMAD3 inh; C = S2 tox; D = Akt phos inh; E = Nrf2 inh; F = HepG2 viability; G = CCT chaperon mod; H = Nrf2 activator; I = A549 tox
CN1C(=S)SC(/[N+]([O-])=C\c2ccc(Cl)cc2)C1(C)C (stereo not drawn)
  A = 1%	B = 5%	C = i	D = i	E = 5%	F = 1%	G = -1.7	H = 0.1%	I = -2%
O=C(Nc1cccc2ccccc12)c1ccc2sc([C@H]3C[C@H](O)[C@@H](CO)O3)nc2c1
  A = .	B = -4%	C = ?	D = i	E = .	F = -8%	G = 1.0	H = 0.1%[9.22 µM]	I = .
O=C(COC(=O)c1cccs1)NCc1ccc2c(c1)OCO2
  A = 0%	B = -4%	C = i	D = i	E = 12%	F = -10%	G = -1.5	H = 0.6%	I = 6%
Cc1c(C(=O)NC2CC2)oc2ccccc12
  A = 0%	B = 15%	C = i	D = i	E = 4%	F = 6%	G = 0.3	H = 3.2%	I = -1%
O=C(NCc1ccccc1)Nc1cccn(Cc2ccccc2)c1=O
  A = -2%	B = ?	C = i	D = i	E = ?	F = -14%	G = 0.2	H = 7.2%	I = -2%
COc1ccc(-c2nc(CCNS(=O)(=O)c3ccc4c(c3)OCCO4)cs2)cc1
  A = -3%	B = ?	C = ?	D = i	E = ?	F = -32%	G = 1.1	H = 3.2%	I = -8%
CC(=O)N1c2c(ccc3ccccc23)C(C)CC12CCCCC2 (stereo not drawn)
  A = -2%	B = ?	C = i	D = i	E = -19%	F = -16%	G = 0.7	H = 0.3%	I = 6%
CC(C)(C)OC(=O)NCCCC[C@@H](C(=O)NCCCCCCCCCCC(=O)N1CCN(C(=O)OC(C)(C)C)CC1)n1cc(CCCC(=O)O)nn1
  A = 0%	B = -24%	C = i	D = i	E = 7%	F = 3%	G = -1.7	H = -0.3%	I = -3%
CC(=O)Nc1ccc(S(=O)(=O)Oc2ccc(N3C(=O)C4CCCCC4C3=O)cc2)cc1 (stereo not drawn)
  A = 2%	B = -25%	C = i	D = i	E = ?	F = 2%	G = -0.8	H = 0.3%	I = -7%
O=C(NCc1ccco1)c1ccc(Cn2c(=O)c3ccccc3n(Cc3cccc(Cl)c3)c2=O)cc1
  A = -14%	B = 4%	C = i	D = i	E = -40%	F = -26%	G = -2.6	H = 0.6%	I = -5%
Cc1sc(NC(=O)c2ccccc2)c(C(=O)N2CCN(C)CC2)c1C
  A = -2%	B = 1%	C = i	D = i	E = 6%	F = -6%	G = -0.9	H = 0.6%	I = 3%
Clc1cccc(CNc2ccn3nc(-c4ccccc4)cc3n2)c1
  A = .	B = ?	C = ?	D = i	E = .	F = -49%	G = 0.2	H = 5.4%	I = .
CCOC(=O)CC1C(=O)NCCN1S(=O)(=O)c1ccc(Cl)cc1 (stereo not drawn)
  A = -2%	B = -6%	C = i	D = i	E = 13%	F = 20%	G = -3.2	H = 0.0%	I = 10%
Cc1cccc(CC2SC(N3CCN(c4ccccc4)CC3)=NC2=O)c1 (stereo not drawn)
  A = 1%	B = -26%	C = i	D = i	E = 5%	F = -1%	G = -3.2	H = -0.6%	I = 11%
Cc1ccc(C(=O)OCC(=O)NCCc2ccc(S(N)(=O)=O)cc2)o1
  A = 0%	B = 5%	C = ?	D = i	E = 3%	F = 5%	G = -3.5	H = -0.3%	I = -3%
c1ccc2c(c1)CCN(c1nc3ccccc3n3cnnc13)C2
  A = 0%	B = -19%	C = ?	D = i	E = 15%	F = -31%	G = -2.1	H = 13µM*	I = -7%
CC(C)C[C@H](NC(=O)C1CCN(S(=O)(=O)c2ccccc2)CC1)C(=O)NCc1ccncc1
  A = 0%	B = 6%	C = i	D = i	E = ?	F = 5%	G = -0.6	H = -0.1%	I = -5%
Cc1noc(NS(=O)(=O)c2ccc(NC(=O)CSc3nnc4c(n3)[nH]c3ccccc34)cc2)c1C
  A = -1%	B = 31%[activator]	C = i	D = i	E = 9%	F = 29%	G = -0.1	H = 0.4%	I = 0%
CSC(=O)NC12CC3CC(CC(C)(C3)C1)C2
  A = -3%	B = 1%	C = i	D = i	E = .	F = -17%	G = -3.3	H = -0.9%	I = 18%
COC1CCN(C(=O)CC2C(=O)NCCN2CC2CCCCC2)CC1 (stereo not drawn)
  A = -2%	B = 0%	C = i	D = i	E = 0%	F = 5%	G = 0.2	H = -0.4%	I = -1%
COc1ccccc1-c1ccc(SCc2ccc(C)cc2)nn1
  A = 1%	B = 10%	C = i	D = i	E = 10%	F = -45%	G = -6.9	H = 5.9%	I = 2%
CCN1CCN(c2ccc(S(=O)(=O)N3CCOCC3)cc2NC(=O)c2ccc(Cl)s2)CC1
  A = 0%	B = -2%	C = i	D = i	E = 4%	F = -11%	G = -2.2	H = 1.9%	I = 2%
COc1ccc(NC(=O)c2cc3c(s2)-c2c(C)cccc2OC3)cc1Cl
  A = .	B = -29%	C = i	D = .	E = ?	F = -46%	G = .	H = 5.4%	I = -13%
Cc1ccc(OCCCC(=O)Nc2ccc(S(=O)(=O)Nc3ccccn3)cc2)cc1
  A = -6%	B = 19%	C = i	D = i	E = -5%	F = 6%	G = -1.5	H = -0.5%	I = -4%
CCN(c1ccc(C(=O)CN2C(=O)NC3(CCOc4ccccc43)C2=O)cc1)S(C)(=O)=O (stereo not drawn)
  A = 0%	B = 1%	C = i	D = i	E = -19%	F = 0%	G = 2.6	H = -0.5%	I = 4%
CCOc1ccc(NC(=O)CC(Cc2cc(C)cc(C)c2)C(=O)O)cc1 (stereo not drawn)
  A = -2%	B = ?	C = i	D = i	E = -3%	F = -6%	G = 0.6	H = -0.3%	I = -5%
CCOc1ccc(S(=O)(=O)Nc2cccnc2)cc1
  A = 1%	B = 1%	C = i	D = i	E = -19%	F = -14%	G = -2.4	H = 0.1%	I = -3%
CC(=O)NC1(C)CCC2CC1C(C)=NC2(C)C (stereo not drawn)
  A = .	B = 9%	C = i	D = i	E = .	F = -4%	G = -0.9	H = -0.1%	I = .
O=CNc1ccc(S(=O)(=O)NCc2ccccc2)cc1
  A = 1%	B = -7%	C = i	D = i	E = 2%	F = -1%	G = 0.8	H = 0.2%	I = 7%
COc1ccc2nc(SCC(=O)Nc3c(C)cc(C)cc3C)[nH]c2c1
  A = 0%	B = -5%	C = i	D = i	E = ?	F = -75%	G = -2.4	H = 2.7%	I = 11%

Rewritten field by field: part of the list above
> COc1ccccc1-c1ccc(SCc2ccc(C)cc2)nn1
  MmCpn inh = 1%; TGFb SMAD3 inh = 10%; S2 tox = i; Akt phos inh = i; Nrf2 inh = 10%; HepG2 viability = -45%; CCT chaperon mod = -6.9; Nrf2 activator = 5.9%; A549 tox = 2%
> CCN1CCN(c2ccc(S(=O)(=O)N3CCOCC3)cc2NC(=O)c2ccc(Cl)s2)CC1
  MmCpn inh = 0%; TGFb SMAD3 inh = -2%; S2 tox = i; Akt phos inh = i; Nrf2 inh = 4%; HepG2 viability = -11%; CCT chaperon mod = -2.2; Nrf2 activator = 1.9%; A549 tox = 2%
> COc1ccc(NC(=O)c2cc3c(s2)-c2c(C)cccc2OC3)cc1Cl
  MmCpn inh = .; TGFb SMAD3 inh = -29%; S2 tox = i; Akt phos inh = .; Nrf2 inh = ?; HepG2 viability = -46%; CCT chaperon mod = .; Nrf2 activator = 5.4%; A549 tox = -13%

Following part:
Labels used below: A = MmCpn inh; B = TGFb SMAD3 inh; C = S2 tox; D = Akt phos inh; E = Nrf2 inh; F = HepG2 viability; G = CCT chaperon mod; H = Nrf2 activator; I = A549 tox
COc1ccc(N2CCN(C(=O)CCCCCn3c(=S)[nH]c4cc5c(cc4c3=O)OCO5)CC2)cc1
  A = -12%	B = 0%	C = i	D = i	E = -12%	F = 3%	G = -1.1	H = -0.4%	I = -1%
CC(C)C(C)(C#N)NC(=O)CSc1nc2scc(-c3ccc(F)cc3)c2c(=O)n1Cc1ccccc1 (stereo not drawn)
  A = ?	B = 5%	C = ?	D = i	E = -9%	F = -23%	G = -0.3	H = -0.4%	I = -15%
Cn1cc(CCCC(=O)NCc2cccc(Br)c2)c2ccccc21
  A = .	B = ?	C = .	D = .	E = -10%	F = -24%	G = .	H = 2.8%	I = -4%
CC(C)CN1C(=O)/C(=C(/C#N)C(=O)NC2CCCCC2)c2ccccc21
  A = 2%	B = -12%	C = i	D = i	E = -14%	F = 0%	G = 1.4	H = -1.3%	I = -11%
CC(C)n1c(O)c(N=Nc2ccccn2)c2ccccc21
  A = -2%	B = -24%	C = i	D = i	E = 14%	F = 1%	G = -1.1	H = 13µM*	I = -2%
O=C(CCCCCn1c(=O)[nH]c2ccccc2c1=O)NCc1ccc(Cl)cc1
  A = .	B = 21%	C = .	D = .	E = .	F = -9%	G = .	H = 3.7%	I = 9%
O=C(O)CN1C(=O)C(=O)N(Cc2c(F)cccc2Cl)C1=O
  A = 2%	B = -10%	C = i	D = i	E = 0%	F = -71%	G = -2.1	H = 0.3%	I = 3%
CCCc1c(C(=O)Nc2ccc(N3CCOCC3)cc2)cnn1-c1ccccc1
  A = -1%	B = -9%	C = i	D = i	E = 7%	F = -18%	G = -0.9	H = 3.2%	I = 1%
CCCCNC(=O)COC(=O)c1ccc(SC)cc1OC
  A = -13%	B = 3%	C = i	D = i	E = 16%	F = -11%	G = -0.7	H = 2.5%	I = -7%
c1ccc(-c2ncc3ccccn23)cc1
  A = -2%	B = 11%	C = i	D = i	E = 14%	F = 8%	G = -0.2	H = 2.8%	I = 1%
CCCCNC(=S)NNC(=O)c1csc(C(C)C)c1
  A = 1%	B = 5%	C = i	D = i	E = 2%	F = -47%	G = -4.8	H = 1.9%	I = 0%
Cc1cccc(NC(=O)CSc2nc3ccccc3c3nc(CCc4c(C)n[nH]c4C)nn23)c1
  A = 3%	B = ?	C = 16µM*	D = i	E = 10µM*	F = -11%&-59%	G = -1.8	H = -0.9%&-1.1%	I = ?
Cc1ccc(Sc2ncnc3onc(C)c23)c(C)c1
  A = 3%	B = 5%	C = i	D = i	E = -4%	F = -35%	G = -0.4	H = -0.1%	I = 2%
